Bcl-B TR3 displacers: displacers of TR3 peptide from Bcl-B, primary screen, selectivity assay for Bfl-1 inhibitor project, biochemical, fluorescence polarization | FP displacement of FITC-TR3 peptide from Bcl-B; higher % means a stronger effect | displacement, % at 20 µM; hits with a dose series show IC50 in µM | 0.11% of 96,000 active | AID 748;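 active = displacement above 50% at 20 µM plus a fluorescence interference ratio under 1.5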;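 note: plate controls were wells without compound for no effect and wells lacking Bcl-B protein for full effect; a part of the inactive calls stands beside numbers as strong as those of hits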
MRP resist rev: compounds reversing MRP-mediated drug resistance. H69AR cells + 2 uM doxorubicin, CellTiter-Glo, 72 h. AID 602. differential viability (reversal), % at 10 µM. 0.04% of 85,000 active;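 active = viability drop by adding the cancer drug above about 55%, with treated viability meeting a 40% cutoff, limit read from the data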;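 note: viability without doxorubicin minus viability with 2 µM doxorubicin for each compound; larger differential means the compound sensitizes cells more to doxorubicin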
PLAP inhibition: PLAP enzyme inhibitors, biochemical, luminescence, HTS (AID 690). one-dose inhibition, % at 20 µM; IC50 in µM for titrated hits. 0.08% of 96,000 active. purified PLAP, luminescent substrate; higher % means a stronger effect; in the data active = a potency from the dose series; inactive = the rest, 99 in 100 with inhibition below about 30%; note: strong numbers were not always called active
IL1B NFkB inh: blocks IL-1B driven NFkB nuclear translocation in HUVEC cells; inhibition, % at 2 µM; HUVEC IL-1B NFkB p65 nuclear translocation imaging; 0.43% of 94,000 active;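 active = inhibition above about 30% together with a positive call from visual inspection of the well image, limit read from the data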;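 note: nuclear over cytoplasmic p65 intensity ratio measured by imaging; 0% = IL-1B stimulated DMSO wells and 100% = unstimulated DMSO wells; values of inactives mirror those of a sister screen read the other way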
IL1B NFkB pot: enhances IL-1B driven NFkB nuclear translocation. HUVEC IL-1B NFkB p65 nuclear translocation imaging. 0.3% of 94,000 active. activation, % at 2 µM. AID 819;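 active = activation above 40%, about the mean plus 3 SD, also judged a hit on visual image review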;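 note: percent activation is computed from the nuclear over cytoplasmic p65 intensity ratio; values of inactives mirror those of a sister screen read the other way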
MRP resist rev cytotoxicity: second read-out of MRP resist rev, no call of its own (marks repeat the call); viability, %; H69AR cells, CellTiter-Glo, 72 h; measured here: cytotoxicity without doxorubicin
MRP resist rev with doxorubicin: second read-out of MRP resist rev, no call of its own (marks repeat the call); viability, %; measured here: viability with 2 uM doxorubicin; hits give low values
IL1B NFkB inh cell count 2 µM: second read-out of IL1B NFkB inh, no call of its own (marks repeat the call); cell count; measured here: cells passing quality filter;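 raw number of nuclei counted in each imaged well without normalization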
IL1B NFkB pot cell count 2 µM: also measured in IL1B NFkB pot; calls as there; cell count; measured here: cells passing quality filter
Starred values were filed as active, the others as inactive; · = no result given. This is a subset (hit frequency here may not be typical).

SMILES	Bcl-B TR3 displacers	MRP resist rev	MRP resist rev cytotoxicity	MRP resist rev with doxorubicin	PLAP inhibition	IL1B NFkB inh	IL1B NFkB inh cell count 2 µM	IL1B NFkB pot	IL1B NFkB pot cell count 2 µM
O=C(CSc1nnc(-c2ccco2)n1Cc1ccccc1)NC(=O)NCc1ccco1	0.0%	35.9	66.7	30.8	-56.0%	-12.8	135	12.8	135
CCOC(=O)C(C)Oc1cccc2c(=O)n(CC(=O)Nc3ccc4c(c3)OCCO4)ccc12 (stereo not drawn)	-0.3%	-2.1	82.0	84.1	-2.5%	5.8	62	-5.8	62
CCOC(=O)CC1(c2ccccc2)CCOC(C)(C)C1 (stereo not drawn)	5.5%	3.4	86.8	83.4	-35.2%	-19.6	140	19.6	140
O=C(CSCc1ccccc1Cl)N1CCN(c2ccccn2)CC1	11.9%	6.5	86.1	79.6	-53.0%	-2.2	166	2.2	166
O=C(CN1C(=O)c2ccccc2C1=O)Nc1ccccc1C(=O)NC1CCCCCC1	·	12.9	101.9	89.0	·	-18.9	132	18.9	132
Cc1nn(Cc2ccc(F)cc2)c(C)c1NC(=O)c1cnn2cccnc12	1.6%	4.6	88.0	83.4	-4.4%	-14.4	152	14.4	152
CC(=NC1CCCC1)c1c(C)[nH]n(-c2nc3ccccc3s2)c1=O	-20.3%	-3.3	72.5	75.8	-4.6%	-4.8	146	4.8	146
COCCCNC(=O)C1CC(=O)N(CCc2ccccc2)C1 (stereo not drawn)	0.4%	-7.8	87.3	95.1	23.7%	-22.0	152	22.0	152
COc1ccc(OC(C)C(=O)Nc2cccc(OC)c2)cc1 (stereo not drawn)	-1.0%	10.8	96.3	85.4	16.5%	-10.2	181	10.2	181
Cc1ccc2nsnc2c1S(=O)(=O)NCc1ccc2c(c1)OCO2	·	9.3	93.8	84.5	·	7.3	106	-7.3	106
CCOC(=O)N1CCN(C(=O)c2ccccc2-c2ccccc2)CC1	·	-27.5	18.8	46.3	·	3.4	127	-3.4	127
CCn1c(SCC(=O)N2CCN(c3ccccc3)CC2)nnc1-c1c[nH]c2ccccc12	-1.2%	-10.9	71.8	82.7	-51.7%	-10.9	181	10.9	181
C=CCN=C(NC#N)SCc1ccccc1	-2.9%	4.2	92.0	87.8	-1.2%	1.8	161	-1.8	161
CCN1C(=O)CC(c2ccco2)Sc2ccccc21 (stereo not drawn)	0.9%	·	·	·	-9.4%	·	·	·	·
CC(C)Oc1ccc(C2C(C(=O)c3ccco3)=C(O)C(=O)N2Cc2cccnc2)cc1 (stereo not drawn)	-9.2%	8.0	97.7	89.7	3.1%	·	·	·	·
CSc1ccccc1NC(=O)c1ccccc1N(C)S(C)(=O)=O	-4.3%	0.3	93.9	93.7	-33.7%	3.1	163	-3.1	163
Cc1ccc(OCC(=O)N2CC3(C)CC2CC(C)(C)C3)cc1 (stereo not drawn)	·	16.0	87.7	71.7	·	-10.3	116	10.3	116
COc1ccc(N2CCN(C3CC(=O)N(Cc4ccc(N5CCCC5=O)cc4)C3=O)CC2)cc1 (stereo not drawn)	-5.6%	-4.1	75.0	79.1	-25.5%	-16.9	125	16.9	125
O/N=C/c1ccccc1Oc1ccccc1	0.9%	·	·	·	4.7%	0.7	111	-0.7	111
COCc1nnc(NC(=O)CS(=O)(=O)Cc2ccccc2)s1	-3.1%	-10.0	96.7	106.6	-18.7%	0.1	78	-0.1	78
Fc1ccc(-c2csc3ncnc(Nc4ccc(N5CCOCC5)cc4)c23)cc1	3.7%	·	·	·	-29.7%	7.4	105	-7.4	105
Cc1cc(=O)n2c3ccccc3n(CC(O)CN3CCCCC3)c2c1C#N (stereo not drawn)	1.5%	·	·	·	-25.6%	1.0	132	-1.0	132
CC1CCN(C(=O)c2cc(-c3ccccc3O)on2)CC1	1.3%	-2.8	93.9	96.7	-1.4%	-12.5	50	12.5	50
CCCCOc1cc(=O)[nH]c(=O)[nH]1	-11.7%	2.4	85.0	82.6	22.5%	-6.7	114	6.7	114
O=C(NCc1ccco1)c1ccc(Cl)c(S(=O)(=O)N2CCOCC2)c1	2.2%	-11.9	74.9	86.8	-5.0%	3.9	92	-3.9	92
Additional records.
SMILES	Bcl-B TR3 displacers	MRP resist rev	MRP resist rev cytotoxicity	MRP resist rev with doxorubicin	PLAP inhibition	IL1B NFkB inh	IL1B NFkB inh cell count 2 µM	IL1B NFkB pot	IL1B NFkB pot cell count 2 µM
Cc1ccc2nc(/C(C#N)=C\c3ccc(N4CCOCC4)o3)[nH]c2c1	·	-22.7	5.5	28.2	·	-15.6	116	15.6	116
CCOC(=O)N1CCN(C(=O)CCS(=O)(=O)c2ccc(Br)s2)CC1	-14.3%	5.6	87.0	81.4	5.0%	0.0	134	0.0	134
CCN(CC)C(=O)Oc1ccc2c(=O)c(-c3ccc(OC)cc3)c(C)oc2c1	-22.9%	·	·	·	-39.4%	19.1	96	-19.1	96
CCOC(=O)c1cc(S(=O)(=O)N2CCN(C(=O)OCC)CC2)cn1C	-6.4%	10.2	89.6	79.4	-14.1%	-20.9	85	20.9	85
Cc1noc(C)c1CSc1nc2ccccc2c(=O)n1-c1ccccc1	-0.7%	-45.7	17.3	63.0	-32.1%	-1.1	96	1.1	96
COc1cccc(C2NC(=O)NC(C)=C2C(=O)Nc2cc(OC)ccc2OC)c1 (stereo not drawn)	0.5%	-15.6	80.0	95.6	21.6%	-1.4	165	1.4	165
Cc1ccc(NC(=O)c2nc[nH]c2C(=O)N2CCCCC2)c(C(=O)c2ccccc2)c1	-13.3%	·	·	·	-32.6%	-3.2	188	3.2	188
COc1ccc(C2C(C(=O)N3CCOCC3)=C(C)NC3=C2C(=O)CC(C)(C)C3)c(OC)c1 (stereo not drawn)	2.5%	-6.9	92.3	99.2	-27.0%	2.8	173	-2.8	173
COc1ccccc1-c1cc(C(=O)N2CCN(c3ccccc3OC)CC2)no1	0.1%	-36.2	27.8	64.0	-45.2%	-8.3	137	8.2	137
Cc1ccc(N(CC(=O)N2CCc3ccccc32)S(=O)(=O)c2cccs2)cc1	16.8%	-0.2	85.5	85.7	14.7%	-0.7	141	0.7	141
Fc1ccc(COc2ccc(/C=N/n3cnnc3)cc2)cc1	-20.2%	4.0	88.2	84.2	-9.4%	-12.6	154	12.6	154
CSc1nc(C)c(CCOCc2ccccc2)c(=O)[nH]1	-4.9%	·	·	·	-10.4%	·	·	·	·
Cc1cc(=O)[nH]c(SCC(=O)N2CCCc3ccccc32)n1	·	3.1	97.1	94.0	·	3.7	108	-3.7	108
CCn1c(N)c(C(=O)Nc2ccccc2C(=O)OC)sc1=S	-3.1%	-10.2	66.9	77.2	11.0%	-3.6	122	3.6	122
CCOC(=O)c1c(OCC)[nH]c2ccc(O)cc12	-6.1%	1.4	102.4	101.0	22.3%	4.5	189	-4.5	189
O=C(CSc1ccc2nnc(-c3ccc(F)cc3)n2n1)N1CCOCC1	·	·	·	·	·	6.0	59	-6.0	59
O=c1oc2ccccc2n1CCCCCn1c(=O)oc2ccccc21	0.1%	21.9	88.5	66.5	14.3%	6.3	70	-6.3	70
CC(C)C(NC(=O)CSc1ccc(Cl)cc1)C(C)C	8.3%	-0.6	80.6	81.2	4.8%	-23.8	187	23.8	187
O=S(=O)(Nc1ccc(Oc2ncccn2)c(Cl)c1)c1ccc(F)cc1	1.8%	4.8	93.6	88.8	-47.5%	8.9	175	-8.9	175
CCn1c(SCC(=O)Nc2ccccc2N2CCOCC2)nnc1-c1ccccc1	-11.0%	11.3	93.5	82.1	-10.3%	-10.8	106	10.8	106
O=C(CN1CCN(C(=O)c2ccco2)CC1)Nc1cc(C(F)(F)F)ccc1Cl	11.1%	8.8	87.8	79.1	-8.8%	-30.4	150	30.4	150
OCCN=C1CCCc2c1[nH]c1ccc(Br)cc21	-1.2%	·	·	·	9.3%	-2.6	152	2.6	152
COc1ccc(CCNC(=O)c2cc(-c3cc(C)c(C)cc3O)n[nH]2)cc1OC	-1.2%	-3.7	29.0	32.7	-29.2%	-1.4	151	1.4	151
CS(=O)(=O)c1nc(-c2cccs2)cc(C(F)(F)F)n1	3.9%	0.4	1.5	1.1	5.6%	30.6*	63*	-30.6	63
Cc1ccccc1NC(=O)C1CCCN1S(=O)(=O)c1cccc2cccnc12 (stereo not drawn)	-2.6%	12.2	96.8	84.7	-39.4%	-5.0	183	5.0	183
Later entries
SMILES	Bcl-B TR3 displacers	MRP resist rev	MRP resist rev cytotoxicity	MRP resist rev with doxorubicin	PLAP inhibition	IL1B NFkB inh	IL1B NFkB inh cell count 2 µM	IL1B NFkB pot	IL1B NFkB pot cell count 2 µM
CCCNC(=O)c1oc2ccc3c(c2c1C)C(=O)CC(C)(C)O3	9.7%	13.5	89.9	76.4	-25.9%	-1.6	153	1.6	153
CCOC(=O)Cn1c(S(=O)(=O)Cc2cccc(F)c2)nc(-c2ccccc2)c1-c1ccccc1	-0.7%	·	·	·	-24.6%	2.5	178	-2.5	178
O=C(O)C1CCN(C(=O)OCc2ccccc2)CC1	0.0%	·	·	·	-5.7%	·	·	·	·
Cc1ccc(-c2ccc(/C=N/N3C(=O)C4C5C=CC(CC5)C4C3=O)o2)c([N+](=O)[O-])c1 (stereo not drawn)	7.9%	3.0	82.2	79.2	-32.4%	-0.5	183	0.5	183
CCc1nc(C)cn1S(=O)(=O)c1ccc(Cl)c(Cl)c1Cl	-4.4%	-12.8	97.5	110.2	-50.1%	-0.3	142	0.3	142
Cc1ccc(S(=O)(=O)N2C=CC(C(F)(F)F)=NCC2)cc1	-5.6%	-4.3	90.9	95.2	8.6%	-1.9	144	1.9	144
COC(=O)C1=C(Nc2ccc(C)cc2)C=C(C)C(C(=O)OC)C1c1ccc(F)cc1 (stereo not drawn)	·	-31.5	12.1	43.6	·	-4.1	105	4.1	105
Cn1cccc1C(=O)NC(=O)COC(=O)CNS(=O)(=O)c1ccc(Br)cc1	3.4%	-16.0	83.5	99.4	-11.3%	-6.4	182	6.4	182
CCOc1cc(S(=O)(=O)NC2CCCCC2)ccc1F	0.1%	5.1	94.8	89.7	34.6%	2.2	157	-2.2	157
Cc1cccc(OCc2nc(C#N)c(NCCN(C)C)o2)c1	0.1%	-0.1	90.5	90.6	2.8%	·	·	·	·
Nc1cc(-c2nn[nH]n2)ccc1F	-12.9%	-17.3	97.1	114.4	6.4%	2.9	91	-2.9	91
COC(=O)Cn1c(CCC(=O)O)ccc1-c1ccccc1	-6.1%	20.6	101.1	80.5	-26.3%	-11.4	70	11.3	70
CCC1CCCCN1CCCNC(=O)CC1Oc2ccc(C)cc2NC1=O (stereo not drawn)	-6.0%	10.3	88.8	78.5	-31.8%	·	·	·	·
CCOC(=O)c1cccc(NC(=O)CSc2nnc(-c3ccoc3C)n2CC)c1	-2.3%	-7.5	98.1	105.6	0.1%	-13.7	76	13.7	76
CC(=O)Nc1nc2nc(-c3ccccc3)cc(-c3ccccc3)n2n1	-4.3%	·	·	·	-10.9%	2.0	95	-2.0	95
Cc1cccc(NC2SC(=O)N(c3ccccc3)C2=O)c1 (stereo not drawn)	-9.2%	-0.1	87.7	87.8	11.1%	-32.2	122	32.2	122
CCNc1nc(N2CCCCC2)nc(-n2nnc(C(=O)OCC)c2C)n1	-0.1%	-5.2	85.6	90.8	-25.0%	-15.3	135	15.3	135

Screens (PubChem BioAssay)
